From PubChem BioAssay
SV40 large T antigen = SV40 large T antigen inhibitors, biochemical (AID 1903). inhibition, % at 20 µM, or IC50 in µM where a hit was titrated. 0.39% of 310,000 active. SV40 large T antigen ATPase/helicase inhibition assay; higher % means a stronger effect; in the data active means a potency from the dose series; inconclusive means inhibition mostly from about 32% at the one dose, without a potency; inactive means the rest, 99 in 100 with inhibition below about 32%; further: strong numbers were not always called active
RSV antiviral HEp-2 = RSV antiviral activity via CPE protection, HEp-2 cells, primary 10 µM value included (AID 2391) | 0.13% of 310,000 active | one-dose CPE inhibition, % at 10 µM; IC50 in µM for titrated hits | HEp-2 cells, RSV-induced CPE inhibition; higher % means a stronger effect; in the data active means a potency from the dose series; inconclusive means CPE inhibition mostly from about 23% at the one dose, without a potency; inactive means the rest, 99 in 100 with CPE inhibition below about 21%; further: strong numbers were not always called active
Dengue-2 NS5 capping = Dengue-2 NS5 methyltransferase inhibitors, primary screen, biochemical, confirmation dose response (AID 588689). Dengue-2 NS5 methyltransferase capping enzyme assay, biochemical; higher % means a stronger effect. 0.3% of 340,000 active. inhibition, % at 25 µM, or IC50 in µM where a hit was titrated; in the data active means a potency from the dose series; inconclusive means inhibition above about 29% without an active follow-up result
GPR35 antagonists = GPR35 antagonists blocking zaprinast-driven arrestin recruitment, primary screen, imaging, U2OS, beta-arrestin-GFP, zaprinast agonist (AID 2058). U2OS GPR35 beta-arrestin-GFP translocation imaging, zaprinast antagonism; higher % means a stronger effect. inhibition, % at 10 µM; hits with a dose series show IC50 in µM. 0.052% of 290,000 active;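 active means inhibition of at least 50% with at least 30 cells and total cytoplasm GFP at most 10,000,000; inconclusive means under 30 cells or total GFP of 10,000,000 plus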
MgcRacGAP inhibition = MgcRacGAP GTPase-activating activity inhibitors, confirmation, biochemical, ADP Hunter fluorescence. Rac GTPase-activating protein 1 (Homo sapiens). inhibition, % at 30 µM; hits with a dose series show IC50 in µM. MgcRacGAP-stimulated Rac1 GTP hydrolysis, ADP Hunter fluorescence; higher % means a stronger effect; GST-tagged Rac1 F28L mutant substrate. 0.6% of 340,000 active;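 active means first-screen hits whose inhibition reached a set limit at any dose in the follow-up dose series; inconclusive means inhibition above the set first-screen limit but never retested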;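 further: fluorescence reports GDP produced by GAP-driven GTP hydrolysis; strong numbers were not always called active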
Salmonella PhoP GFP = inhibitors of PhoP regulon expression, primary screen, Salmonella Typhimurium, GFP reporter (AID 1863); inhibition, % at 50 µM; hits with a dose series show IC50 in µM; S. Typhimurium PhoP-regulated promoter GFP reporter, 4 h; higher % means a stronger effect; 0.16% of 300,000 active;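 active means inhibition over 29.93%, a cutoff 3 SD above the screen mean, later confirmed by dose response; inconclusive means inhibition over 29.93% but no dose response follow-up; inactive means inhibition at most 29.93% or unconfirmed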;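 further: 0% = low Mg2+ inducing control and 100% = high Mg2+ repressing control; strong numbers were not always called active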
LYP phosphatase = inhibitors of LYP phosphatase, biochemical, fluorescence intensity, uHTS (AID 1779); recombinant LYP phosphatase, fluorescence intensity; higher % means a stronger effect; Tyrosine-protein phosphatase non-receptor type 22 (Homo sapiens); 0.054% of 290,000 active; inhibition, % at 11.5 µM; hits with a dose series show IC50 in µM; in the data active means inhibition above about 50%;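 further: plate controls were vehicle with enzyme for no effect and no enzyme for full effect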
ER stress rescue = rescue of cells from ER stress-induced death, primary screen, 384-well, CSM14.1, thapsigargin, ATP luminescence (AID 1222); CSM14.1 thapsigargin-induced death rescue, ATP luminescence; higher % means a stronger effect; 190,000 tested, under 10 active; cellular ATP content (survival), % at 20 µM; hits with a dose series show EC50 in µM;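 active means EC50 below 50 µM in the dose-response confirmation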;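 further: death triggered by thapsigargin at about 15 µM added after 2 h compound pretreatment; cell ATP read after overnight thapsigargin exposure of roughly 18 to 22 hours; normalized against plate controls of thapsigargin alone and 5% DMSO vehicle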
West Nile virus CPE = West Nile virus antiviral activity, cell-based, CPE readout (AID 1621) | West Nile virus-infected cells, CPE inhibition; higher % means a stronger effect | CPE inhibition, % at 10 µM, or IC50 in µM where a hit was titrated | 0.02% of 290,000 active; in the data active means a potency from the dose series; inconclusive means CPE inhibition mostly from about 3.7% at the one dose, without a potency; inactive means the rest, 99 in 100 with CPE inhibition below about 2.2%; further: strong numbers were not always called active
Dengue-2 NS5 capping pilot replicate = recorded beside Dengue-2 NS5 capping, whose call it bears; inhibition, %; measured here: pilot screen replicate inhibition
Starred values were filed as active, the others as inactive; ? = inconclusive; . = not tested or not shown. Rows were taken by chance, and some 1.5% of all compounds hit somewhere here.

SMILES	SV40 large T antigen	RSV antiviral HEp-2	Dengue-2 NS5 capping	GPR35 antagonists	MgcRacGAP inhibition	Salmonella PhoP GFP	LYP phosphatase	ER stress rescue	West Nile virus CPE	others
CSCCC(=O)N(C)CC1CCCN(CCc2cccc(C(F)(F)F)c2)C1 (centres undefined)	2.6%	-0.4%	.	3.4%	15.3%	3.9%	-8.2%	.	-0.5%
COC(=O)Cc1c(C)c2ccc(OCC(=O)NCc3ccc4c(c3)OCO4)cc2oc1=O	26.4%	0.1%	-2.8%	-2.9%	4.5%	-8.5%	-4.8%	-1.3%	0.3%
Cc1ccc(C(=O)NC(=S)Nc2ccc(CN3CCCCC3)cc2)c(C)c1	4.6%	-2.2%	-0.7%	1.3%	7.7%	2.0%	-4.1%	-2.7%	-1.6%
O=c1[nH]snc1-c1c(Cl)cccc1Cl	13.7%	.	-8.0%	.	-0.6%	-16.2%	.	.	-0.2%
O=C(Nc1ccccc1)NC1(C(=O)NCCCN2CCOCC2)CCCCC1	3.2%	0.0%	-5.7%	-0.6%	7.7%	-13.0%	-9.4%	0.0%	-0.7%
CCOc1ccc(-n2c(=O)c3ccccc3c3ccccc3c2=O)cc1	6.3%	0.2%	-4.7%	-7.8%	15.8%	-14.2%	-1.5%	.	0.4%
CC1CC(O)(Cc2ccccc2)C(C)CN1C (centres undefined)	27.5%	1.7%	-10.2%	-6.4%	16.9%	-7.6%	-9.9%	-0.8%	0.1%
CCCCn1c(N)c(N(CCC(C)C)C(=O)C2CSC3(C)CCC(=O)N23)c(=O)[nH]c1=O (centres undefined)	22.9%	-1.5%	-5.8%	.	-0.3%	-5.3%	.	.	.
N#Cc1cnc2c(-c3ccccc3)c(-c3ccccc3)nn2c1N	8.8%	5.1%	-3.8%	14.1%	11.4%	-9.6%	-10.0%	-2.4%	0.3%
Cc1cc(C)c2c(CN3CCN(Cc4ccc5c(c4)OCO5)CC3)cc(=O)oc2c1C	22.9%	?	4.1%	-6.3%	3.9%	1.4%	-8.3%	1.9%	-0.3%
Cc1ccccc1-c1nc2ccccc2c(=O)n1/N=C/c1ccccc1[N+](=O)[O-]	2.2%	2.6%	-13.6%	-7.2%	19.4%	-4.1%	-4.3%	-1.8%	-0.1%
C/C(=N\NC(=O)c1nnn(-c2nonc2N)c1CSc1ccc(Cl)cc1)c1ccco1	9.0%	1.9%	7.3%	-17.7%	-33.2%	-3.8%	4.3%	.	1.2%
CCc1ccc2oc(=O)cc(CN3CCCCC3)c2c1	21.0%	0.4%	-3.3%	1.1%	9.4%	2.0%	-6.9%	.	-0.7%
Cc1ccc2nc3c(cc(C(=O)NCc4ccco4)c(=N)n3Cc3ccco3)c(=O)n2c1	4.7%	1.4%	2.9%	-1.5%	-0.6%	7.5%	-0.6%	-0.7%	?
COC(=O)[C@H](Cc1ccccc1)NC(=O)NCCc1ccc(F)cc1	20.0%	1.1%	.	9.2%	.	-9.0%	-3.3%	.	-0.2%
COc1ccccc1CC(NC(C)=O)C(=O)NC1CCN(C(=O)Nc2ccccc2Cl)CC1 (centres undefined)	17.1%	2.4%	-5.3%	19.1%	6.0%	-3.9%	-4.4%	-0.7%	0.3%
CCOc1cccc(Nc2ccc([N+](=O)[O-])cn2)c1	6.2%	10.1%	-3.1%	-2.2%	3.4%	6.5%	-5.1%	.	-1.3%
COC(=O)c1cc(OC)c(OCc2cc(C(=O)OC)oc2C)c(OC)c1	3.2%	1.8%	-5.9%	6.3%	15.9%	-2.7%	1.3%	.	-0.3%
[N-]=[N+]=CC(=O)C(c1ccccc1)(c1ccccc1)c1ccccc1	8.5%	2.6%	-6.2%	18.5%	7.7%	-0.3%	3.0%	.	-0.3%
CN(CC(=O)NCc1ccc(F)cc1)Cc1ccc(Br)cc1	4.0%	1.6%	-6.2%	13.9%	5.8%	5.2%	-4.6%	.	-1.3%
CCCCOC(=O)C1C2C=CC3(CN(CCc4ccccc4)C(=O)C13)O2 (centres undefined)	0.1%	2.7%	-2.2%	-10.5%	0.8%	-3.5%	-7.8%	-2.3%	-0.6%
CC(CC(=O)N1CCN(c2cccc(Cl)c2)CC1)S(=O)(=O)c1ccc2c(c1)NC(=O)CO2 (centres undefined)	14.8%	0.1%	-10.8%	-1.4%	1.3%	1.1%	-3.6%	.	?
COC(=O)Cn1nc(-c2ccc(C)c(S(=O)(=O)N(C)C)c2)c2ccccc2c1=O	4.3%	1.4%	-2.4%	-7.9%	0.4%	-3.2%	-8.5%	3.1%	-0.1%
Cc1ccccc1Nc1cc(C)c2c(O)cccc2n1	23.2%	15.7%	-2.1%	8.3%	-2.0%	61.9µM*	2.3%	-4.9%	.
COCCCNC(=S)Nc1ccc2nc(N3CCOCC3)cc(C)c2c1	15.1%	2.5%	3.2%	2.6%	7.5%	4.2%	-8.6%	.	-0.8%
COc1cccc(CNC(=O)C2CCN(S(=O)(=O)c3ccccc3)CC2)c1	15.5%	-0.4%	-7.8%	5.1%	4.9%	-4.2%	-9.8%	0.5%	0.1%
Cc1ccc(NC(=O)CCNC(=O)c2ccc(Br)cc2)cc1S(=O)(=O)N1CCOCC1	11.9%	2.1%	-6.5%	.	8.1%	-5.8%	.	.	.
CCCc1nc2nc(C)c(NS(=O)(=O)c3ccc4c(c3)CCCC4)c(=O)n2[nH]1	8.6%	1.5%	-5.8%	8.8%	4.3%	4.7%	-8.0%	.	-0.1%
c1ccc(-c2nn[nH]n2)nc1	2.5%	0.8%	-1.6%	-1.2%	4.0%	0.3%	-7.4%	.	0.3%
COc1cc2c(C#N)c(N3CCN(C)CC3)nc(N)c2c(N)n1	-9.1%	-2.9%	6.3%	-10.3%	11.2%	-6.6%	-12.0%	4.6%	0.5%	Dengue-2 NS5 capping pilot replicate=3.9
CC1CCN(C(=O)c2ccc(Br)c(S(=O)(=O)N3CCOCC3)c2)CC1	4.9%	0.3%	-5.5%	-5.3%	-4.3%	11.3%	-8.0%	.	-0.2%
CCC(=O)N1CCc2cc(Br)cc(S(=O)(=O)N3CCCCCC3)c21	-1.3%	1.4%	-4.0%	-0.8%	1.7%	3.3%	-4.5%	-0.3%	-0.7%
CC(=O)NS(=O)(=O)c1ccc(NC(=S)NC(=O)C(C)(C)C)cc1	2.2%	1.1%	0.8%	8.8%	9.3%	-3.0%	-4.4%	-2.0%	0.7%
CCCNS(=O)(=O)c1ccc(CCC(=O)N2CCN(c3ccc(F)cc3)CC2)cc1	5.3%	15.4%	-3.6%	-1.8%	2.1%	-4.4%	-3.1%	-1.5%	-1.6%
CC1=C(C(=O)Nc2ccccc2)C(c2ccc(C)cc2)N=C(Nc2nc3ccccc3o2)N1 (centres undefined)	6.6%	.	0.7%	17.1%	-2.0%	1.2%	-4.8%	1.2%	10.4%
O=C(NCCc1c[nH]c2ccccc12)C(=O)NCC1OCCCN1S(=O)(=O)c1ccccc1 (centres undefined)	16.5%	1.5%	-7.3%	6.5%	2.7%	-1.3%	-3.3%	-2.0%	-1.2%

Brought forward from above: 5 entries, followed by the next part.
SMILES	SV40 large T antigen	RSV antiviral HEp-2	Dengue-2 NS5 capping	GPR35 antagonists	MgcRacGAP inhibition	Salmonella PhoP GFP	LYP phosphatase	ER stress rescue	West Nile virus CPE	others
CCC(=O)N1CCc2cc(Br)cc(S(=O)(=O)N3CCCCCC3)c21	-1.3%	1.4%	-4.0%	-0.8%	1.7%	3.3%	-4.5%	-0.3%	-0.7%
CC(=O)NS(=O)(=O)c1ccc(NC(=S)NC(=O)C(C)(C)C)cc1	2.2%	1.1%	0.8%	8.8%	9.3%	-3.0%	-4.4%	-2.0%	0.7%
CCCNS(=O)(=O)c1ccc(CCC(=O)N2CCN(c3ccc(F)cc3)CC2)cc1	5.3%	15.4%	-3.6%	-1.8%	2.1%	-4.4%	-3.1%	-1.5%	-1.6%
CC1=C(C(=O)Nc2ccccc2)C(c2ccc(C)cc2)N=C(Nc2nc3ccccc3o2)N1 (centres undefined)	6.6%	.	0.7%	17.1%	-2.0%	1.2%	-4.8%	1.2%	10.4%
O=C(NCCc1c[nH]c2ccccc12)C(=O)NCC1OCCCN1S(=O)(=O)c1ccccc1 (centres undefined)	16.5%	1.5%	-7.3%	6.5%	2.7%	-1.3%	-3.3%	-2.0%	-1.2%
Cc1cccc(Oc2nc(-c3ccccc3)cc(C)c2S(C)(=O)=O)c1C	1.4%	?	-2.8%	-21.4%	-1.3%	1.8%	-0.3%	-1.8%	?
COc1cc2nc(C3CCC3)n(NC(=O)c3ccco3)c(=O)c2cc1OC	25.4%	1.3%	3.0%	0.5%	3.3%	-3.9%	-9.3%	1.2%	0.1%
CCNc1nc(NCC)nc(Oc2ccc(N)cc2)n1	1.4%	0.5%	-6.2%	6.2%	3.0%	-3.8%	-2.8%	-1.6%	1.1%
Cc1ccccc1OCC(=O)NCCN1CCCC1	-1.6%	0.8%	-12.7%	11.7%	3.2%	4.6%	3.7%	3.8%	0.2%
COc1ccc(CCN=CC2=C(O)CCCC2=O)cc1OC	9.5%	1.0%	-1.1%	9.0%	4.3%	-10.4%	-3.3%	-0.7%	0.3%
CC(C)(C)NC(=O)c1ccc2c(c1)C(=O)N(Cc1ccco1)C2=O	-2.1%	1.6%	0.7%	0.1%	6.7%	5.3%	-3.6%	.	0.4%
CCCC[n+]1ccn(-c2nc3ccccc3nc2[N-]S(=O)(=O)c2ccc(Cl)cc2)c1	22.6%	.	8.4%	-11.7%	4.7%	-3.9%	-3.2%	.	-0.1%
O=C(O)CN(c1cccc(C(F)(F)F)c1)S(=O)(=O)c1ccccc1	-2.4%	1.9%	-7.0%	10.3%	9.2%	6.3%	-7.6%	1.9%	0.2%
O=C1N/C(=N\N=C\c2ccccn2)SC1Cc1cccc(SC(F)F)c1 (centres undefined)	22.5%	-3.3%	-5.6%	9.9%	6.3%	-4.7%	-6.7%	10.0%	?
CS(=O)(=O)n1nc(C(=O)N2CCOCC2)nc1N	5.9%	1.2%	0.0%	-3.0%	-10.0%	-8.7%	-2.4%	-3.0%	0.7%
Cc1cc2c(c(Sc3ccccc3)n1)C(=O)OC2	3.9%	1.2%	-4.1%	3.5%	5.8%	-14.5%	-2.4%	-1.8%	-0.1%	Dengue-2 NS5 capping pilot replicate=-2.1
CCc1ccc(S(=O)(=O)c2ccc(-n3nc(C)cc3N)cc2)cc1	9.6%	0.9%	7.8%	-5.6%	14.2%	-2.9%	-1.6%	-1.5%	-1.1%
